PKM2 activator – activators of human pyruvate kinase M2; purified PKM2, Kinase-Glo ATP luminescence, activation; response scale: 0% is enzyme alone, no compound; P14618; hit rate 0.34% among 260,000; Potency, µM (doses to about 57.5 µM), for the others: at the highest dose activation, hits mostly activators; AID 1631; also: potency is read from the fitted curve at half-maximal effect; % is scaled to controls: 0 for no effect and ±100 for the full control effect; nearly all actives have a fitted effect of over 55% in size
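Purified hPK-M2 (>95%) run at intermediate activity with 0.1 mM ADP and 0.5 mM PEP in 50 mM imidazole pH 7.2, KCl, MgCl2; 1 h room temperature. ATP formed read by Kinase-Glo luminescence; normalized to uninhibited and no-enzyme controls.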
Menin MLL FP TR – menin-MLL binding inhibition, Texas Red mutant peptide; hit rate 0.23% among 270,000; Potency, µM (doses to about 61.6 µM), without a hit: top-dose FP activity change, negative = inhibition, usual class: inhibitors; AID 1768; O00255; Menin + Texas Red MLL mutant peptide, fluorescence polarization; active = well fitted inhibition curve with a large enough effect in the polarisation, with a control signal flat, not every such curve was filed as active; inconclusive = small, poorly fitted or top-dose-only effect, or effect the other way, or a change in a side signal; inactive = no such curve, though single readings can be large or run the other way; the % refers to the polarisation; also: potency is read from the fitted curve at half-maximal effect; % of control where 0% means no effect; many of its hits are not listed in these tables
ELG1 DNA repair – inhibitors of ELG1-dependent DNA repair in HEK293T cells. HEK293T ELG1-luciferase reporter, luminescence, 16 h; DNA damage induced by 5-fluorouridine. Potency, µM (highest dose often 46.1 µM), inactives show at the highest dose activity change, negative = inhibition, usual class: inhibitors. hit rate 2.3% among 330,000; also: potency is read from the fitted curve at half-maximal effect; % is scaled to controls: 0 for no effect and ±100 for the full control effect; nearly all actives have a fitted effect of over 55% in size
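DMSO vehicle served as the neutral condition. Each well held 2,000 cells given 5-fluorouridine plus compound; after 16 hr at 37 °C/5% CO2, ONE-Glo was added and luciferase measured 30 min later.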
KCNH2 3.1 block – blocks the human KCNH2 3.1 channel isoform | U2OS KCNH2 3.1, thallium flux FluxOr; stronger effect = lower value | activity change, % (tested at about 1.8 µM) | hit rate 0.95% among 340,000 | AID 720553;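 active = maximum activity change below -70%; inconclusive = maximum activity change from -70% to -50%; inactive = maximum activity change above -50%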;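 also: thallium influx rate constant from kinetic fluorescence after stimulation buffer; % is scaled to controls: 0 for no effect and ±100 for the full control effect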
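We transduce U2OS cells with the mutant 3.1 virus, culture them overnight, load FluxOr with Red40 quencher for 45 min, then add stimulation buffer and read kinetically for 2 min to derive a normalized rate constant.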
FLuc counter – counter-screen for miR-21 project: firefly luciferase inhibitors or activators; hit rate 6.9% among 360,000; purified FLuc, Km substrates, luminescence inhibition; Potency, µM (highest dose often 57.5 µM), inactives show at the top dose activity change, negative = inhibition, usual class: inhibitors; AID 588342;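 also: potency is read from the fitted curve at half-maximal effect; plate controls were vehicle for no effect and reference inhibitor for full effect; nearly all actives have a fitted effect of over 55% in size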
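Purified P. pyralis luciferase, 10 nM final, with Km-level 10 uM D-luciferin and 10 uM ATP in 50 mM Tris acetate pH 7.5, 10 mM Mg acetate, 0.01% Tween-20, 0.05% BSA; 6-point qHTS titration about 60 µM downward; luminescence read.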
Mito fusion yeast – inhibitors of mitochondrial division or activators of mitochondrial fusion | S. cerevisiae fusion-defective mutant growth rescue, CellTiterGlo 48 h | Potency, µM (series often up to 46.1 µM), inactives show at the top dose growth rescue (activation), usual class: activators | hit rate 0.23% among 320,000 | AID 485298;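 also: potency is read from the fitted curve at half-maximal effect; % of control where 0% means no effect; nearly all actives have a fitted effect of over 45% in size; temperature-sensitive fusion mutants such as fzo1-1 at 37 °C on non-fermentable ethanol glycerol medium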
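Temperature-sensitive fusion-defective S. cerevisiae (e.g. fzo1-1, mgm1-5) were grown with compound in YPEG medium (3% ethanol, 3% glycerol) for 48 hours at 37C. Growth rescue was measured as viability by CellTiterGlo luminescence after 10 minutes at ambient.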
Gal4-VP16 FLuc – inhibits Gal4-VP16 luciferase reporter, ROR gamma counter-screen. Drosophila S2 Gal4-VP16 UAS-luciferase, luminescence, 20 h. Potency, µM (series often up to 53.6 µM), without a hit: top-dose activity, negative = inhibition, most hits filed as inhibitors. hit rate 3.5% among 310,000. AID 2546;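 also: Gal4-VP16 expression switched on by copper sulfate through the metallothionein promoter; potency is read from the fitted curve at half-maximal effect; % is scaled to controls: 0 for no effect and ±100 for the full control effect; nearly all actives have a fitted effect of over 50% in size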
Rab9 prom act – activates the Rab9 promoter. Huh7 Rab9 promoter-luciferase reporter, luminescence, 24 h. Potency, µM (series often up to 9.22 µM), without a hit: at the highest dose activation, negative = inhibition, usual class: activators. hit rate 2.8% among 320,000; also: potency is read from the fitted curve at half-maximal effect; % of control where 0% means no effect; nearly all actives have a fitted effect of over 60% in size
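Huh7 cells stably carrying a Rab9 promoter-luciferase reporter, 1500 cells per well in OP-MEM I with 10% FBS, treated with compound 24 hours at 37C. Luciferase activity read by luminescence after 10 minutes with Amplite reagent.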
MBNL1-CUG inh – blocks human MBNL1 binding to CUG repeat RNA | Potency, µM (top dose mostly 57.5 µM), inactives show at the highest dose activity change, negative = inhibition, usual class: inhibitors | TR-FRET MBNL1-His/biotin-(CUG)12 binding, 665/545 ratio | Q9NR56 | hit rate 0.036% among 280,000; active = well fitted inhibition curve with a large enough effect in the signal ratio, with a control signal flat, not every such curve was filed as active; inconclusive = small, poorly fitted or top-dose-only effect, or effect the other way, or a change in a side signal; inactive = no such curve, though single readings can be large or run the other way; the % refers to the signal ratio; also: potency is read from the fitted curve at half-maximal effect; % is scaled to controls: 0 for no effect and ±100 for the full control effect
Target sequence (Q9NR56 whole entry, looked up): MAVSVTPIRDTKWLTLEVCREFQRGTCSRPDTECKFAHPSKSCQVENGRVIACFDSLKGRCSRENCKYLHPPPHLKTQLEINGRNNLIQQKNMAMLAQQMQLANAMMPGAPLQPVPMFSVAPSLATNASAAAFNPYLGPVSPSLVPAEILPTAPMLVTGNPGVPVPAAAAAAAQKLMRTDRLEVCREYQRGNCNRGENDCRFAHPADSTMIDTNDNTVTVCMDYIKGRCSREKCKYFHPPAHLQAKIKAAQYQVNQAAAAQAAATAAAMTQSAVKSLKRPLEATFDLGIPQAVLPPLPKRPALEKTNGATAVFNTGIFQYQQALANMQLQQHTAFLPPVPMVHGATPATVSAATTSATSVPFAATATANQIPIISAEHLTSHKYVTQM
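MBNL1-His + Biotin-(CUG)12, cpd titration 92 nM–58 uM; Tb anti-His Ab 0.055 ng/ul, SA-XL665 5 nM (final); 60 min RT; ratiometric 665/545 nm, Ex 340 nm; normalized to buffer and full-complex controls.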
NPC1 prom act – NPC1 promoter activation; Huh7 NPC1 promoter luciferase reporter, 24 h; Potency, µM (top dose mostly 9.22 µM), for the others: at the top dose activation, most hits filed as activators; hit rate 2.4% among 320,000; AID 485313;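 also: potency is read from the fitted curve at half-maximal effect; % of control where 0% means no effect; nearly all actives have a fitted effect of over 60% in size; reporter is driven by a mutant NPC1 promoter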
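Huh7 cells stably carrying NPC1 promoter–luciferase, plated in Opti-MEM with 10% FBS for 2 h, were exposed to compound in DMSO for 24 h at 37 °C; luciferase reagent was added for 10 min and luminescence read.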
RORgamma inh – inhibitors of mouse ROR gamma transcriptional activity. P51450. Drosophila S2 Gal4-RORgamma UAS-luciferase reporter, 20 h. Potency, µM (titrated, usually from 53.6 µM), inactives show at the highest dose activity change, negative = inhibition, usual class: inhibitors. hit rate 5.4% among 310,000. AID 2551; also: potency is read from the fitted curve at half-maximal effect; % is scaled to controls: 0 for no effect and ±100 for the full control effect; nearly all actives have a fitted effect of over 60% in size
Target sequence (P51450 whole entry, looked up, the tested form may be a part): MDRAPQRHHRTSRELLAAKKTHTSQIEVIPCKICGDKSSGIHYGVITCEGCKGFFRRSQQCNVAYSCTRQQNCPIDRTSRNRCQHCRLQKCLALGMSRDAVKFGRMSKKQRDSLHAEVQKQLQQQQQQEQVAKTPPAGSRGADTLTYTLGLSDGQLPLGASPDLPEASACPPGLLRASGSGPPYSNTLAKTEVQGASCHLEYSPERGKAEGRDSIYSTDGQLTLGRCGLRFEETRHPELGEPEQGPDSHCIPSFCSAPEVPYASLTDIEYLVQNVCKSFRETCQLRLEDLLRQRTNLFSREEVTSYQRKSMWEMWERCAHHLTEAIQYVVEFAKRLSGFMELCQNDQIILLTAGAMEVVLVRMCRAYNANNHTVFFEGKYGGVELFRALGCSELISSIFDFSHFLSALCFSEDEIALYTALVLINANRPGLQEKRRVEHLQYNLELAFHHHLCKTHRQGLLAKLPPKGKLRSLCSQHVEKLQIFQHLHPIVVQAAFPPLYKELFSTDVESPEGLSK
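Stable Schneider cell line, Gal4 DNA-binding domain fused to ROR gamma, UAS-luciferase. Cmpd 1 hr RT → CuSO4 700 uM final → 20 hr RT → luciferase reagent 10 min → luminescence.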
* marks the source's active call; other numbers are inactive results; ? = inconclusive; · = not tested or not shown; & = joins results of further samples; [ ] = remark or other dose. Unless noted, calls follow the shape of the dose curve; as a rule, active = well fitted curve in the direction sought with a large enough effect; inconclusive = small, poorly fitted or top-dose-only effect, or another doubt; inactive = no such curve, though single readings can be large; an effect the other way counts as inactive or inconclusive. These rows are one share of the data (hit frequency here may not be typical).

SMILES | PKM2 activator | Menin MLL FP TR | ELG1 DNA repair | KCNH2 3.1 block | FLuc counter | Mito fusion yeast | Gal4-VP16 FLuc | Rab9 prom act | MBNL1-CUG inh | NPC1 prom act | RORgamma inh
CC(=O)c1ccc(N2CCC(C(=O)O)CC2)cc1 | -3.5% | -3.5% | -3.4% | · | 2.0% | -0.5% | -0.7% | 1.1% | · | -24.6% | 27.4%
CCC(NC(=O)c1ccccc1NC(=O)c1ccco1)C(=O)NNC(=O)c1ccncc1 (stereo unspecified) | -2.7% | · | 0.2% | 18.5 | -2.3% | -11.1% | -5.8% | -1.6% | -6.3% | -4.9% | 2.1%
Cc1ccc(S(=O)(=O)N2CCCCC2)cc1NC(=O)Nc1ccc(Cl)cc1Cl | -1.6% | -9.5% | -0.6% | -0.1 | 0.2% | 1.8% | -0.1% | -8.7% | -1.5% | -2.3% | -15.3%
Cc1ccc(Cn2ccc(NC(=O)c3cc(-c4ccc(Br)cc4)on3)n2)cc1 | -0.8% | ? | 3.5% | -15.0 | 0.3% | 2.9% | -6.8% | 1.5% | -2.8% | -5.5% | -24.5%
CC(C)CNS(=O)(=O)c1ccc(CCC(=O)Nc2ccc3c(c2)OCO3)cc1 | -2.6% | -0.1% | -21.7% | 21.2 | 0.5% | -5.9% | 5.2% | -3.6% | 4.7% | 4.5% | 38.0%
COc1ccc(C)cc1S(=O)(=O)N(C)CC(=O)N1CCCCCC1 | -0.3% | ? | 4.8% | -11.7 | -0.2% | 0.6% | 1.8% | -2.7% | 3.3% | -2.5% | -10.6%
CN(Cc1cnccn1)Cc1c(C(=O)N2CCc3ccccc3C2)nc2ccc(Cl)cn12 | -9.6% | -10.3% | -11.5% | -7.0 | -0.4% | 15.2% | -7.8% | 0.4% | -9.5% | -0.7% | -6.3%
O=C(NCc1ccccc1)c1c(O)c2ccccc2[nH]c1=O | -1.6% | ? | 24.0% | -0.2 | -1.1% | -6.1% | 0.6% | 0.7% | 1.2% | 0.7% | -20.4%
NC(=O)C1CCN(C(=O)c2ccc3c(=O)n(Cc4cccc(Br)c4)c(=S)[nH]c3c2)CC1 | -0.5% | ? | 3.6% | 1.9 | 3.5% | -2.8% | 2.6% | -10.0% | 0.9% | -0.6% | 5.3%
COc1ccc(CN2CCNC(=O)C2CC(=O)NCC2CCOCC2)c(C)c1C (stereo unspecified) | 1.8% | ? | -1.3% | -17.7 | 2.1% | -1.2% | 1.8% | -1.0% | 5.4% | -0.5% | -8.0%
CCN1CCN(S(=O)(=O)c2ccc(Cl)c(C(=O)NCCOc3ccc(C)cc3)c2)CC1 | · | · | ? | 2.8 | -0.3% | -20.9% | · | -1.4% | · | 3.0% | ·
CCOC(=O)CN1C(=O)S/C(=C/c2ccc(OC)c([N+](=O)[O-])c2)C1=O | 4.7% | 35.2%[activator] | 14.0% | · | -0.4% | 1.5% | 1.3% | -4.2% | · | -0.9% | -13.5%
COc1ccc(C(=O)N(CN2CCCC2=O)c2ccc(C)cc2)cc1 | -17.3% | -10.8% | 7.2% | -23.1 | -5.0% | 4.6% | -9.8% | 3.6% | -5.6% | -1.0% | 28.4%
CC(C)(C)c1ccc(OCCNC(=S)Nc2ccccc2)cc1 | -0.1% | 0.7% | -16.8% | -15.8 | -10.7% | 13.8% | -3.2% | 0.3% | -1.1% | 5.7% | -25.1%
CN1CSC2=C(C#N)C(c3cccc(OCc4ccccc4)c3)CC(=O)N2C1 (stereo unspecified) | 3.4% | -10.6%[11.7 µM] | 3.0% | -1.8 | ? | 8.6% | -13.0% | -7.1% | 8.0% | 1.0% | ?
Cc1[nH]c(C)c(C(=O)/C=C/c2ccc([N+](=O)[O-])cc2)c1C | -0.4% | ? | -14.3% | 9.1 | ? | -10.3% | ? | 15.5% | ? | 0.8% | 1.12µM*
O=C1C(=O)N(c2ccccn2)C(c2cccc(F)c2)/C1=C(/O)c1ccccc1 (stereo unspecified) | · | 3.3% | -6.2% | -101.5* | 1.8% | -7.8% | -0.2% | -3.7% | -12.3% | 0.5% | 1.9%
CCOC(=O)c1[nH]cnc1C(=O)Nc1ccc(F)cc1 | -0.7% | 7.9% | 9.1% | 17.3 | -1.0%&-1.9% | 1.9% | -18.9% | -0.1% | -10.5% | -1.6% | ?
O=C(/C=C/c1ccc(F)cc1)Nc1cccc(S(=O)(=O)Nc2cccc(C(F)(F)F)c2)c1 | 4.7% | ? | 1.5% | 1.9 | -15.5% | 0.4% | ? | 1.6% | · | 2.0% | -15.6%
O=C(CCSc1ccc(Br)cc1)Nc1cccnc1 | ? | 6.3% | -4.0% | 2.4 | -12.4% | -4.0% | -4.4% | 10.1% | 8.2% | 0.6% | 11.3%
COCCCNC(=S)NC(=O)c1ccc([N+](=O)[O-])cc1 | 29.3% | 7.9% | ? | 10.6 | -16.5% | -6.9% | 17.8µM* | 0.2% | · | 1.1% | ?
O=C(C#Cc1ccccc1)c1cccc([N+](=O)[O-])c1 | 7.9% | ? | ? | -2.3 | 10.7µM* | -19.0% | 6.31µM* | 0.3% | 12.7% | 1.0% | 5.62µM*
C/C(N)=C(/C#N)C(=O)CSc1ccccc1F | 9.0% | 6.8% | ? | -3.4 | ? | 1.3% | 20.2% | 3.55µM* | -4.3% | ? | -13.3%
CC(C)(C)n1ncc2c(=O)n(CC(=O)Nc3ccccc3)cnc21 | -0.7% | 1.0% | ? | -10.8 | -9.0% | 2.5% | 9.8% | 7.8% | 0.3% | 4.3% | ?
C/C(=N/Nc1nc(-c2ccccc2)cc(-c2ccc(F)cc2)n1)c1cccc(N)c1 | -6.4% | 9.0% | 7.31µM* | -7.6 | 9.53µM* | ? | 14.1µM* | -0.9% | 3.8% | 9.1% | 11.2µM*
Cc1ccc(CNC(=O)COC(=O)c2ccc(S(=O)(=O)N3CCCC3)cc2)cc1 | -4.7% | -7.3% | 0.0% | -6.0 | 0.9% | 4.7% | 4.1% | -0.4% | -3.2% | 4.0% | -10.8%
O=C(COC(=O)c1nc(Cl)ccc1Cl)NC1CCS(=O)(=O)C1 (stereo unspecified) | · | · | ? | 16.6 | 3.8% | -4.4% | · | 1.9% | · | -2.3% | ·
O=C1C2CCCCC2C(=O)N1c1ccc(S(=O)(=O)Nc2ncccn2)cc1 (stereo unspecified) | 2.3% | · | -24.4% | 14.2 | -1.4% | 1.6% | 2.9% | -1.5% | -0.5% | -2.2% | 24.6%
Cc1nc(Cl)c(C(=O)NCCC(C)C)c(C)c1[N+](=O)[O-] | 0.5% | -0.2% | 24.6% | -3.4 | 2.9% | -0.9% | -11.7% | -3.8% | -4.2% | 0.3% | 11.9%
CCOC(=O)c1ccc(CC(=O)c2ccc(O)c(O)c2O)o1 | ? | 16.1% | 3.3% | -10.1 | -12.9% | 4.3% | -3.4% | 0.8% | -2.2% | -0.3% | -29.1%
Cc1cc(C(F)F)nn1CC(=O)NC1CCCCCC1 | -9.3% | · | -4.3% | 18.9 | 0.5% | 0.7% | 0.0% | 0.5% | -4.8% | 1.1% | 0.6%
Cc1ccc2nc(NC(=O)CCCC(=O)O)sc2c1 | -3.3% | 15.5% | -16.0% | 7.1 | 5.36µM* | 0.8% | 0.794µM* | -41.1%[inhibitor] | 4.6% | -30.4%[inhibitor] | 1.12µM*
O=C(O)c1cnn(-c2ccccc2)c1-c1ccncc1 | · | 14.7% | 14.0% | -1.2 | 0.2% | -5.1% | 4.1% | 0.5% | -1.2% | -1.8% | -10.7%
O=C(N/N=C/c1ccc(N2CCOCC2)cc1)c1ccc(NS(=O)(=O)c2cccs2)cc1 | 1.9% | ? | -3.5% | 8.7 | 7.57µM* | -11.3% | 3.9% | 0.4% | ? | 1.2% | 0.0%
COc1ccc(/C=N/NC(=O)c2nnn(-c3nonc3N)c2CN(C)C2CCCCC2)cc1 | · | ? | ? | 2.6 | 2.9% | -1.0% | 1.7% | 11.0% | 1.7% | -0.1% | 1.6%
COc1ccc(C(=O)/C=C/c2ccc(OC(=O)c3cc(OC)c(OC)c(OC)c3)cc2)cc1 | -12.2% | 5.8% | -1.5% | -11.1 | 4.2% | 11.6% | 7.08µM* | -2.2% | 5.5% | -3.2% | 1.78µM*

Bioassay records (PubChem BioAssay)
